Bioassay records as filed in PubChem BioAssay.
HP1b chromo inh – blocks HP1-beta chromodomain binding to methylated histone tails. AlphaScreen HP1-beta / biotin-H3K9me3 peptide binding. AID 540317. Potency, µM (highest dose often 114 µM), inactives show at the highest dose activity change, negative = inhibition, hits mostly inhibitors. actives 0.56% (n = 390,000); further: potency means the concentration at half of the fitted maximal effect; nearly all actives have a fitted effect of over 70% in size; inactives centre near 23
Target sequence (P83916 whole entry, looked up): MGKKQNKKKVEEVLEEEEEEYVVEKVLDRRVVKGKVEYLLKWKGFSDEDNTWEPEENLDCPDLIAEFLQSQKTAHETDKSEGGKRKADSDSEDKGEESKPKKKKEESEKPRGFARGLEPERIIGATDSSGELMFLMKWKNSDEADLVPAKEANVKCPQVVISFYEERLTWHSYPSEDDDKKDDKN
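Compound inhibition of the preformed complex between 50 nM HP1-beta and 50 nM biotinylated H3K9me3 peptide was read by AlphaScreen. Buffer was PBS pH 7.4 with 0.01% Tween-20. Incubations ran 30 min at room temperature, with 10 ug/mL donor/acceptor beads.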
TrxR1 substrate – substrates of rat thioredoxin reductase 1; purified TrxR1 substrate turnover, NADPH consumption readout; Potency, µM (highest dose often 114 µM), for inactives: top-dose activity change, negative = substrate turnover; actives 0.01% (n = 390,000); AID 588456; further: potency means the concentration at half of the fitted maximal effect; on the % scale 0 is the no-effect control and ±100 the full control effect; nearly all actives have a fitted effect of over 50% in size
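Rat TrxR1, dispensed at 90 nM, was prereduced with 400 uM NADPH (final) for 5 min at ~22 deg C, then incubated with compound 15 min before 400 uM selenite. A first-read NADPH fluorescence drop versus no-compound background flagged substrates.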
Tb PGK inh – inhibitors of T. brucei phosphoglycerate kinase. actives 0.043% (n = 380,000). Potency, µM (series often up to 57.5 µM), for the others: top-dose activity change, negative = inhibition, actives largely listed as inhibitors. PGK/GAPDH coupled, Kinase-Glo luminescence, 60 min; further: potency means the concentration at half of the fitted maximal effect; on the % scale 0 is the no-effect control and ±100 the full control effect; nearly all actives have a fitted effect of over 60% in size
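Recombinant glycosomal PGK reaction used 1,3-bisphosphoglycerate generated in-well by GAPDH (100nM final) in 100mM TEA pH 7.6, 5mM MgCl2, 0.01% Tween-20. After 60 minutes at room temperature, ATP was read by Kinase-Glo Plus luminescence end-point.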
IDH1 R132H inh – inhibitors of human mutant IDH1 R132H; O75874; IDH1-R132H enzyme, NADPH consumption, diaphorase/resazurin fluorescence; Potency, µM (series often up to 76.6 µM), inactives show at the highest dose activity change, negative = inhibition, most hits filed as inhibitors; actives 0.093% (n = 390,000); further: potency means the concentration at half of the fitted maximal effect; on the % scale 0 is the no-effect control and ±100 the full control effect; nearly all actives have a fitted effect of over 65% in size
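IDH1-R132H (0.5 ug/mL dispensed) in pH 7.5 Tris buffer was preincubated 30 min with compound, then given a substrate mix of 0.016 mM NADPH and 2 mM alpha-KG for 80 min at room temperature; remaining NADPH was read by diaphorase/resazurin fluorescence.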
GLS inh – blocks human kidney-isoform glutaminase activity; actives 0.21% (n = 410,000); GLS enzymatic activity, qHTS titration; Potency, µM (doses to about 45.5 µM), without a hit: at the top dose activity change, negative = inhibition, most hits filed as inhibitors; further: potency means the concentration at half of the fitted maximal effect; on the % scale 0 is the no-effect control and ±100 the full control effect
Target sequence (O94925 whole entry, looked up, canonical isoform): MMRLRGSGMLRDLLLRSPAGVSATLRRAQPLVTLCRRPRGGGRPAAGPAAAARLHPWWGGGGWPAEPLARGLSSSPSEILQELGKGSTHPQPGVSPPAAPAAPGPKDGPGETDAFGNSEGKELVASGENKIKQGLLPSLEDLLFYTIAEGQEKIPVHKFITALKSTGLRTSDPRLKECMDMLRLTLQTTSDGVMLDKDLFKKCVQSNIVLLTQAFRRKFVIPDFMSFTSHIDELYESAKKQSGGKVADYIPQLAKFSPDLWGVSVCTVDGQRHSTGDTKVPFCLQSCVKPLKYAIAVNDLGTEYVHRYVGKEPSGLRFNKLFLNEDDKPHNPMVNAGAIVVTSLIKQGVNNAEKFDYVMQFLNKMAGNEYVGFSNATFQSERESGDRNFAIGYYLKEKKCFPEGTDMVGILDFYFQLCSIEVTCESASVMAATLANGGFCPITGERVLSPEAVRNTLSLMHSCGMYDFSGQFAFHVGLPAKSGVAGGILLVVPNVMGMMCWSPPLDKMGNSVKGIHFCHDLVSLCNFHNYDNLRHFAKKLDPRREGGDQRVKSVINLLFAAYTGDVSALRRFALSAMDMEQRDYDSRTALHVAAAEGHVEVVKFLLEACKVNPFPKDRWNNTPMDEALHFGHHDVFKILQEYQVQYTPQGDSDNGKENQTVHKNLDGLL
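Human kidney-isoform GLS in 45 mM KH2PO4 pH 8.2, 0.02% Tween-20, with compound, started with 1mM L-Glutamine (added stock). Glutamate oxidase/HRP/Amplex red coupled fluorescence read at start and after 30 min at RT.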
TrxR1 inh – rat TrxR1 inhibition. actives 1% (n = 390,000). Potency, µM (series often up to 114 µM), for the others: at the highest dose activity change, negative = inhibition, hits mostly inhibitors. AID 588453. recombinant rTrxR1, NADPH fluorescence consumption, selenite substrate; further: potency means the concentration at half of the fitted maximal effect; on the % scale 0 is the no-effect control and ±100 the full control effect; nearly all actives have a fitted effect of over 65% in size
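Rat TrxR1 (90 nM in the dispensed reagent) was pre-reduced with 400 uM NADPH for 5 min at room temperature, then incubated with compound for 15 min. After 400 uM selenite was added, NADPH fluorescence (Ex 340/Em 450 nm) was followed for 8 min.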
Pin1 inhibitor – inhibitors of human Pin1 | Q13526 | Pin1 FP peptide displacement, HiFluor488, 10 min | Potency, µM (series often up to 115 µM), for the others: at the highest dose activity, negative = inhibition, most hits filed as inhibitors | actives 0.009% (n = 390,000) | AID 504891; active means well fitted inhibition curve with a large enough effect in the polarisation, with a control signal flat, not every such curve was filed as active; inconclusive means small, poorly fitted or top-dose-only effect, or effect the other way, or a change in a side signal; inactive means no such curve, though single readings can be large or run the other way; the % refers to the polarisation; further: potency means the concentration at half of the fitted maximal effect; on the % scale 0 is the no-effect control and ±100 the full control effect
Target sequence (Q13526 whole entry, looked up): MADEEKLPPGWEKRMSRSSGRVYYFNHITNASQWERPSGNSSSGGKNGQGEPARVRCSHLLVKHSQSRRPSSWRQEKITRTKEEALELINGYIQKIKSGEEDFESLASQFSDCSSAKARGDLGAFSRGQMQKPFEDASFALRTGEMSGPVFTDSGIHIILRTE
PI4K2A block – blocks human PI4K2A kinase activity; Q9BTU6; purified PI4K2A, ADP-Glo luminescence, 1 h; active compounds read low; activity change, negative = inhibition, % at 76.9 µM; actives 0.13% (n = 420,000); AID 1346378; in the data active means activity change below about -50%; inconclusive means mostly about -30% to -49%;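 further: -100% = wells without enzyme as full effect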
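PI4K2A activity was measured by ADP-Glo luminescence: enzyme (4 ug/mL stock) and phosphatidylinositol (1.2 mM stock) in Tris pH 7.5/MgCl2/EGTA/Triton X-100 buffer were reacted with ATP (300 microM stock) for one hour at ambient temperature.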
USP1 inh – blocks the human USP1/UAF1 deubiquitinase complex; recombinant USP1/UAF1, Ub-Rhodamine cleavage fluorescence; O94782; actives 0.23% (n = 390,000); Potency, µM (doses to about 57.1 µM), without a hit: at the top dose activity change, negative = inhibition, usual class: inhibitors; AID 743255; further: potency means the concentration at half of the fitted maximal effect; on the % scale 0 is the no-effect control and ±100 the full control effect; nearly all actives have a fitted effect of over 60% in size; inactives centre near -12
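USP1/UAF1 complex at 1 nM was preincubated with compound for 15 min at room temperature, then Ub-Rho substrate (150nM final) was added. Fluorescence (480/540 nm) was read kinetically, 6 reads every 60 seconds.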
* marks the source's active call; other numbers are inactive results; i = inactive; ? = inconclusive; · = no result given; & = joins results of further samples; [ ] = another dose, or the depositor's remark. Unless noted, the call rests on the fitted dose curve; in most records, active means well fitted curve in the direction sought with a large enough effect; inconclusive means small, poorly fitted or top-dose-only effect, or another doubt; inactive means no such curve, though single readings can be large; an effect the other way counts as inactive or inconclusive. Not all compounds are listed; rates above refer to the full screens.

SMILES | HP1b chromo inh | TrxR1 substrate | Tb PGK inh | IDH1 R132H inh | GLS inh | TrxR1 inh | Pin1 inhibitor | PI4K2A block | USP1 inh
CC1CCCC(C)N1CCCNC(=O)c1cc2c(s1)-c1ccccc1OC2 (stereo unspecified) | 46%[activator] | 801%[activator] | 0% | 4% | ? | 64%[activator] | -2% | 7 | -23%
CCOc1ccc2c(c1)C(=NNC(=O)c1ccccn1)c1cc(OCC)ccc1-2 | 52%[activator] | 4% | -7% | -21% | 1% | 28% | -7% | -1 | -6%
CN(C)S(=O)(=O)c1cccc(NC(=O)CSc2nncn2-c2ccccc2)c1 | 25% | 1% | -3% | 2% | 2% | 14% | -1% | -12 | -22%
CSCCC(NS(=O)(=O)c1ccc2c(c1)oc(=O)n2C)C(=O)NCCc1ccc(C)cc1 (stereo unspecified) | 0% | 0%[57.1 µM] | -5% | 2% | 0% | 15%[57.1 µM] | 1% | -2 | -37%
COc1cccc(-c2cc(N)nn2C(=O)Nc2ccc(Cl)cc2)c1 | 2% | 1%[57.1 µM] | i | -7% | 16% | 6%[57.1 µM] | 4% | -1 | -14%
CC(Nc1nc(-c2cccnc2)nc2ccccc12)c1ccc(F)cc1 (stereo unspecified) | 32% | -3% | -8% | 4% | 0% | 6% | 0% | -3 | -15%
COc1ccc(OC)c(Cc2nnc(CCC(=O)N3CCCCC3)o2)c1 | 7% | 6% | -7% | 1% | 1% | 9% | -6% | 0 | -1%
CCc1nc(SCC(=O)N2CCCC2)c2ccccc2n1 | 9% | 8% | -3% | 2% | 15% | 21% | 0% | -1 | -14%
CCCN1CCc2c(sc3nc(SC)n(-c4ccccc4)c(=O)c23)C1 | 19% | 2% | -9% | 0% | -13% | -1% | ? | -3 | -19%
CCOC(=O)N1CCN(C(=O)c2cn(CC)c3ccc(S(=O)(=O)N4CC(C)CC(C)C4)cc3c2=O)CC1 (stereo unspecified) | 26% | -10% | -1% | -6% | 1% | 1% | 4% | -1 | -11%

An excerpt of these results, in markdown:
| SMILES | HP1b chromo inh | TrxR1 substrate | Tb PGK inh | IDH1 R132H inh | GLS inh | TrxR1 inh | Pin1 inhibitor | PI4K2A block | USP1 inh |
| --- | --- | --- | --- | --- | --- | --- | --- | --- | --- |
| CC1CCCC(C)N1CCCNC(=O)c1cc2c(s1)-c1ccccc1OC2 (stereo unspecified) | 46%[activator] | 801%[activator] | 0% | 4% | ? | 64%[activator] | -2% | 7 | -23% |
| CCOc1ccc2c(c1)C(=NNC(=O)c1ccccn1)c1cc(OCC)ccc1-2 | 52%[activator] | 4% | -7% | -21% | 1% | 28% | -7% | -1 | -6% |
| CN(C)S(=O)(=O)c1cccc(NC(=O)CSc2nncn2-c2ccccc2)c1 | 25% | 1% | -3% | 2% | 2% | 14% | -1% | -12 | -22% |
| CSCCC(NS(=O)(=O)c1ccc2c(c1)oc(=O)n2C)C(=O)NCCc1ccc(C)cc1 (stereo unspecified) | 0% | 0%[57.1 µM] | -5% | 2% | 0% | 15%[57.1 µM] | 1% | -2 | -37% |
| COc1cccc(-c2cc(N)nn2C(=O)Nc2ccc(Cl)cc2)c1 | 2% | 1%[57.1 µM] | i | -7% | 16% | 6%[57.1 µM] | 4% | -1 | -14% |
| CC(Nc1nc(-c2cccnc2)nc2ccccc12)c1ccc(F)cc1 (stereo unspecified) | 32% | -3% | -8% | 4% | 0% | 6% | 0% | -3 | -15% |
| COc1ccc(OC)c(Cc2nnc(CCC(=O)N3CCCCC3)o2)c1 | 7% | 6% | -7% | 1% | 1% | 9% | -6% | 0 | -1% |
| CCc1nc(SCC(=O)N2CCCC2)c2ccccc2n1 | 9% | 8% | -3% | 2% | 15% | 21% | 0% | -1 | -14% |

Later entries:
SMILES | HP1b chromo inh | TrxR1 substrate | Tb PGK inh | IDH1 R132H inh | GLS inh | TrxR1 inh | Pin1 inhibitor | PI4K2A block | USP1 inh
COc1ccc(CNC(=O)c2ccc3c(c2)nc2n3CCC(C)C2)c(OC)c1 (stereo unspecified) | 12%[57 µM] | -3%[57.1 µM] | i | -5% | -14% | 14%[57.1 µM] | -7% | 4 | -10%
COc1ccc2c(CC(=O)Nc3ccc(OC)c(S(=O)(=O)N4CCOCC4)c3)coc2c1 | 2% | -4% | -6% | 7% | 1% | 5% | 5% | 0 | -10%
CCOC(=O)C1CCCN(C(=O)Cc2ccc(OC)c(OC)c2)C1 (stereo unspecified) | 13% | 14% | -10% | 7% | 7% | 32% | 3% | -7 | 0%
CCc1nc(Oc2cccc(F)c2)c2oc3ccccc3c2n1 | 162%[activator] | 3%[57.1 µM] | -5% | -9% | 1% | 21%[57.1 µM] | -2% | -1 | ?
COCC(=O)Oc1c(S(=O)(=O)c2ccc(C)cc2)c(C)nn1C(C)(C)C | 75%[activator] | 2% | -9% | 0% | 8% | -8% | -15% | -4 | -22%
CN(C)c1nc(C#N)nc(N(C)C)n1 | 12%[57 µM] | -6%&1% | -9% | 0% | -1% | 3%&19% | -13%&0% | 11 | -14%
COc1ccc(Nc2nc(NCc3ccco3)nc(N/N=C/c3ccccc3)n2)cc1 | 4% | -2% | 2% | 0% | 7% | 6% | 9% | 1 | -18%
Cc1ccc(N=CC=C2OC(C)(C)C(C)(C)O2)cc1 | 40% | 5% | -1% | 5% | -1% | -7% | ? | -2 | -15%
Clc1ccc(-c2nnn(Cc3nc4ccccc4s3)n2)cc1 | 201%[activator] | -8% | -5% | -1% | -48% | -2% | 20% | -5 | -15%
COCCN(CCOC)C(=O)CC(=O)N(CCOC)CCOC | 37% | 0%[57.1 µM] | 2% | 1% | 8% | -10%[57.1 µM] | -3% | -1 | -9%
CC(=O)NC(CC(=O)NNC(=O)c1cccs1)c1ccccc1 (stereo unspecified) | 9% | -2%[57.1 µM] | -9% | -8% | 9% | 15% | -14% | -2 | -5%
O=C(O)c1ccc2c(c1)C(=O)N(c1cccc3ccccc13)C2=O | 10% | 1% | -1% | 3% | ? | 11% | -8% | 0 | -26%
Cc1c(NC(=O)C(C)OC(=O)c2c3c(nc4ccccc24)CCC3)c(=O)n(-c2ccccc2)n1C (stereo unspecified) | 9% | -3%[57.1 µM] | -13% | 2% | 62%[activator] | 10%[57.1 µM] | 2% | -2 | -5%
COc1ccc(CN2CCNC(=O)C2CC(=O)N(C)CC2CCOCC2)c(F)c1 (stereo unspecified) | 30% | 9% | 10% | 2% | 4% | -11% | -9% | 0 | -22%
CCc1ccc2[nH]c(=O)c(CN(CCCN3CCOCC3)C(=O)Nc3ccc(F)cc3)cc2c1 | 2% | -3% | 2% | -1% | 2% | -11% | 7% | -1 | -18%
Clc1cccc2sc(N3CCOCC3)nc12 | 34% | 8%[57.1 µM] | -3% | 2% | 1% | -3%[57.1 µM] | 4% | 5 | 3%
COc1ccc(N2CCN(C3CC(=O)N(C)C3=O)CC2)cc1 (stereo unspecified) | 19% | -1% | -1% | 5% | 36%[activator] | 1% | 3% | 8 | -24%
CC1(C)N=C(c2ccc(Cl)cc2)C(=O)N1 | 25% | 5% | -3% | 6% | 0% | 8% | -4% | 4 | -16%
CC(=O)N(C)C1=C(O)c2ccccc2C(=O)C1=O | 11% | -11% | -4% | 0% | 5% | -20% | 8% | -24 | ?
Cc1cccc(-c2nc3c(c(SCC(=O)N4CCOCC4)n2)COC(C)(C)C3)c1 | 27% | 6% | -8% | 0% | 6% | 4% | -1% | -3 | -20%
CCC(C)NC(=O)c1ccc(NS(=O)(=O)c2ccc3[nH]c(=O)[nH]c3c2)cc1 (stereo unspecified) | 42%[activator] | -14% | -1% | 7% | -32% | -23% | -3% | 8 | -9%
CCO[C@@H]1OC(C(=O)NC2CC2)=C[C@H](c2ccc(Br)cc2)[C@H]1CCCO | 12% | 7% | -1% | 23% | -1% | 22% | -1% | 0 | ?
CN(C)S(=O)(=O)c1cccc(C(=O)OCC(=O)NCc2ccccc2)c1 | 16% | -7% | -8% | 1% | 3% | -13% | 2% | -2 | -17%
Cc1ccc2cc(C)c(SCC(=O)Nc3ccc(S(=O)(=O)N4CCCC4)cc3)nc2c1 | 27% | -3% | -8% | -12% | 11% | 18% | 26% | 3 | -10%
O=C(Nc1ccc(S(=O)(=O)Nc2nccs2)cc1)c1cccc(F)c1 | -17% | 4%[57.1 µM] | -3% | 4% | -8% | 16%[57.1 µM] | 19% | 0 | -7%
CCOC(=O)CCc1c(C)c(C#N)c2nc3ccccc3n2c1-n1ccnc1C | 8% | 4% | -8% | 8% | · | 15% | -1% | -1 | -4%
Cc1cc(C)n(CC(O)COc2ccc(F)cc2)n1 (stereo unspecified) | 38%[activator] | 1% | -8% | 3% | -10% | 18% | -2% | -3 | -15%
CCOC(=O)c1cc2ccccc2n1CC(=O)c1ccccc1 | 11% | -7% | 14% | 0% | 3% | -11% | 5% | 0 | ?
COc1ccc(-c2ccnc3nc(/N=C/N(C)C)nn23)cc1 | 43%[activator] | 344%[activator][57.1 µM] | 2% | 3% | 0% | -22%[57.1 µM] | -2% | -11 | -17%
